BAZ2B block = inhibitors of human BAZ2B bromodomain | Q9UIF8 | AlphaScreen BAZ2B-H3K14Ac peptide displacement | Potency, µM (highest dose often 114 µM), for the others: at the top dose activity change, negative = inhibition, most hits filed as inhibitors | actives 4.4% (n = 360,000); further: on the % scale 0 is the no-effect control and ±100 the full control effect; nearly all actives have a fitted effect of over 60% in size
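BAZ2B 50 nM plus b-H3(5-23)K14Ac 50 nM, PBS pH 7.4/0.01% Tween-20, 30 min RT; compound added (max 110 uM), 30 min RT; streptavidin donor/Ni-chelate acceptor beads 10 ug/mL final, 20 min dark; AlphaScreen read.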
Tb PGK inh = inhibitors of T. brucei phosphoglycerate kinase | P07378 | PGK/GAPDH coupled, Kinase-Glo luminescence, 60 min | Potency, µM (highest dose often 57.5 µM), inactives show at the highest dose activity change, negative = inhibition, hits mostly inhibitors | actives 0.043% (n = 380,000) | AID 602233; further: on the % scale 0 is the no-effect control and ±100 the full control effect; nearly all actives have a fitted effect of over 60% in size
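Recombinant glycosomal PGK reaction used 1,3-bisphosphoglycerate generated in-well by GAPDH (100nM final) in 100mM TEA pH 7.6, 5mM MgCl2, 0.01% Tween-20. After 60 minutes at room temperature, ATP was read by Kinase-Glo Plus luminescence end-point.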
HP1b chromo inh = blocks HP1-beta chromodomain binding to methylated histone tails; AlphaScreen HP1-beta / biotin-H3K9me3 peptide binding; Potency, µM (doses to about 114 µM), inactives show at the top dose activity change, negative = inhibition, most hits filed as inhibitors; actives 0.56% (n = 390,000); AID 540317; further: nearly all actives have a fitted effect of over 70% in size; inactives centre near 23
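HP1-beta protein (50 nM final) preincubated 30 min at room temperature with biotinylated H3(1-18)K9me3 peptide (50 nM) in PBS pH 7.4, 0.01% Tween-20, then compound added for 30 min. AlphaScreen streptavidin donor/nickel chelate acceptor beads (10 ug/mL final), 30 min dark, luminescence read.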
POLI inh = DNA polymerase iota (human) inhibition | Q9UNA4 | Pol iota fluorescent replication assay, 10 min | Potency, µM (doses to about 115 µM), inactives show at the top dose activity, negative = inhibition, actives largely listed as inhibitors | actives 1% (n = 390,000) | AID 588590
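Pol iota at 10 nM preincubated 15 min with compounds at room temperature; reaction started with fluorescent substrate, 50 nM final. Fluorescence read kinetically at 0 and 10 min; buffer-only wells as negative control.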
JMJD2A Tudor inh = JMJD2A Tudor domain (human) inhibition | O75164 | AlphaScreen JMJD2A-Tudor / H3K4me3 peptide binding | Potency, µM (top dose mostly 114 µM), for inactives: at the highest dose activity change, negative = inhibition, most hits filed as inhibitors | actives 4.4% (n = 390,000); further: on the % scale 0 is the no-effect control and ±100 the full control effect; nearly all actives have a fitted effect of over 50% in size
BLM inh = inhibitors of human Bloom syndrome helicase BLM | actives 0.2% (n = 350,000) | AID 2528 | Potency, µM (doses to about 56.1 µM), for the others: at the top dose activity change, negative = inhibition, most hits filed as inhibitors | recombinant BLM DNA unwinding, fluorescence dequenching | P54132;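 further: plate controls were vehicle for no effect and no enzyme for full effect; nearly all actives have a fitted effect of over 35% in size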
Pin1 inh = human Pin1 inhibition. Pin1 FP peptide displacement, HiFluor488, 10 min. Potency, µM (top dose mostly 115 µM), for inactives: top-dose activity, negative = inhibition, usual class: inhibitors. actives 0.009% (n = 390,000). AID 504891; active means well fitted inhibition curve with a large enough effect in the polarisation, with a control signal flat, not every such curve was filed as active; inconclusive means small, poorly fitted or top-dose-only effect, or effect the other way, or a change in a side signal; inactive means no such curve, though single readings can be large or run the other way; the % refers to the polarisation; further: on the % scale 0 is the no-effect control and ±100 the full control effect
GLS inh = glutaminase GLS (human) inhibition | AID 624170 | Potency, µM (top dose mostly 45.5 µM), for inactives: top-dose activity change, negative = inhibition, usual class: inhibitors | GLS enzymatic activity, qHTS titration | actives 0.21% (n = 410,000); further: on the % scale 0 is the no-effect control and ±100 the full control effect
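Compounds were pin-transferred onto hKGA, after which L-glutamine (1 mM solution) and a detection mix of glutamate oxidase, HRP and Amplex Red were added. Initial and 30 min RT fluorescence reads were collected.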
G9a block = inhibitors of human histone lysine methyltransferase G9a; Potency, µM (series often up to 102 µM), for inactives: at the highest dose activity, negative = inhibition, usual class: inhibitors; Q96KQ7; actives 8.8% (n = 350,000); G9a H3K9 monomethylation, AlphaScreen, 2 h; further: on the % scale 0 is the no-effect control and ±100 the full control effect; nearly all actives have a fitted effect of over 75% in size
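Compounds were preincubated with 20 nM G9a for 15 min, after which biotinylated H3K9 peptide (500 nM) and SAM (20 uM) started a 2 h room-temperature reaction. Monomethylated product was quantified by antibody-based AlphaScreen chemiluminescence.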
An asterisk follows results filed as active; & = joins results of further samples; [ ] = remark or other dose. Unless noted, the call rests on the fitted dose curve; in most records, active means well fitted curve in the direction sought with a large enough effect; inconclusive means small, poorly fitted or top-dose-only effect, or another doubt; inactive means no such curve, though single readings can be large; an effect the other way counts as inactive or inconclusive. Potency means the concentration at half of the fitted maximal effect.

What do the screens show for `COCCn1c(-c2ccc(F)cc2)nc2oc3cc(OC)ccc3c(=O)c2c1=O`?
BAZ2B block: 0.7%; Tb PGK inh: -8.6%; HP1b chromo inh: 17.9%; POLI inh: 31.6%; JMJD2A Tudor inh: -18.8%; BLM inh: -0.6%; Pin1 inh: -1.1%; GLS inh: 0.3%; G9a block: 21.9%

How did O=c1[nH]c2cc([N+](=O)[O-])c([N+](=O)[O-])cc2[nH]c1=O do in these assays?
BAZ2B block: -22.0%; HP1b chromo inh: 23.9%; POLI inh: inconclusive; JMJD2A Tudor inh: -15.0%; BLM inh: -3.4%&-0.5%; Pin1 inh: -11.6%; GLS inh: 1.9%; G9a block: 2.3%[59 µM]

How did COc1cccc(N2C(=O)CSC23C(=O)N(CC(=O)NCc2ccc(C)cc2)c2ccccc23)c1 (stereo unspecified) do in these assays?
BAZ2B block: -0.9%[57.1 µM]; Tb PGK inh: -5.3%; HP1b chromo inh: 8.2%; POLI inh: 6.1%; JMJD2A Tudor inh: -18.8%; BLM inh: -1.6%; Pin1 inh: -0.2%; GLS inh: -5.4%; G9a block: -6.2%[59 µM]

What do the screens show for `Cc1ccc(S(=O)(=O)N(Cc2cccc(F)c2)C(=O)N2CCN(C)CC2)cc1`?
BAZ2B block: 12.1%; Tb PGK inh: -8.2%; HP1b chromo inh: 21.9%; POLI inh: 20.4%; JMJD2A Tudor inh: -11.0%; Pin1 inh: -3.1%; GLS inh: 3.7%; G9a block: inconclusive

How did COc1ccc(NC(=O)CN(C)C(=O)/C=C/c2cn(-c3ccccc3)nc2-c2ccc(F)cc2)cc1 do in these assays?
BAZ2B block: 3.1%; Tb PGK inh: inactive; HP1b chromo inh: 16.9%; POLI inh: 5.3%; JMJD2A Tudor inh: -8.8%; Pin1 inh: 34.1%[activator]; GLS inh: -0.1%; G9a block: inconclusive

Results for COc1ccc(Cl)cc1NC(=O)CCn1c(=O)c2cccn2c2ccccc21 ?
BAZ2B block: -12.5%; Tb PGK inh: 0.0%; HP1b chromo inh: 30.0%; POLI inh: 20.7%; JMJD2A Tudor inh: -13.8%; BLM inh: -9.3%; Pin1 inh: 7.2%; GLS inh: 5.1%; G9a block: -4.8%[59 µM]

Results for CC(C)(CNS(=O)(=O)c1ccc2c(c1)OCCO2)N1CCOCC1 ?
BAZ2B block: -3.9%; Tb PGK inh: -3.9%; HP1b chromo inh: 22.6%; POLI inh: -9.0%; JMJD2A Tudor inh: -19.0%; BLM inh: -3.2%; Pin1 inh: -5.1%; GLS inh: -4.1%; G9a block: inconclusive

What do the screens show for `CC(C)(C)Cc1nnc(NS(C)(=O)=O)s1`?
Tb PGK inh: 14.8%; HP1b chromo inh: -12.7%; POLI inh: -4.9%[58.9 µM]; JMJD2A Tudor inh: -12.6%; Pin1 inh: -1.9%; GLS inh: 0.4%

How did COc1cccc(CNC(=O)c2cccc(Br)c2)c1 do in these assays?
BAZ2B block: -6.0%; Tb PGK inh: -6.9%; HP1b chromo inh: 34.3%; POLI inh: -7.9%; JMJD2A Tudor inh: 9.9%; BLM inh: -1.8%; Pin1 inh: -7.1%; GLS inh: -9.2%; G9a block: -7.9%[59 µM]

Results for CCc1ccc(NC(=O)CCn2nc(C)c(S(=O)(=O)N3CCCCC3)c2C)cc1 ?
BAZ2B block: -24.1%&-8.3%; Tb PGK inh: -0.7%&3.7%; HP1b chromo inh: 11.7%&18.0%; POLI inh: -13.6%&-5.2%; JMJD2A Tudor inh: -20.9%&-13.6%; BLM inh: -0.8%&3.4%; Pin1 inh: -6.1%&-10.7%; GLS inh: -19.3%&2.6%; G9a block: -19.4%

Results for Cc1oc2ccc(O)c(CN3CCCCCC3)c2c1C(=O)Nc1cccc(C(F)(F)F)c1 ?
BAZ2B block: inconclusive; Tb PGK inh: -2.2%; HP1b chromo inh: -4.0%; POLI inh: 4.0%; JMJD2A Tudor inh: -28.5%; BLM inh: -0.8%; Pin1 inh: 8.6%; GLS inh: 2.5%; G9a block: -25.8%[59 µM]

Results for CC(=O)c1ccc(NC(=S)Nc2ccc3cn[nH]c3c2)cc1 ?
BAZ2B block: -11.8%; Tb PGK inh: 2.7%; HP1b chromo inh: -3.9%; POLI inh: 109.3%[activator]; JMJD2A Tudor inh: -31.1%[57.1 µM]; BLM inh: -5.5%; Pin1 inh: 2.1%; GLS inh: 20.7%; G9a block: 44.7µM*

Fetched by compound from the entries so far (two):
How did COc1cccc(CNC(=O)c2cccc(Br)c2)c1 do in these assays?
BAZ2B block: -6.0%; Tb PGK inh: -6.9%; HP1b chromo inh: 34.3%; POLI inh: -7.9%; JMJD2A Tudor inh: 9.9%; BLM inh: -1.8%; Pin1 inh: -7.1%; GLS inh: -9.2%; G9a block: -7.9%[59 µM]

How did O=c1[nH]c2cc([N+](=O)[O-])c([N+](=O)[O-])cc2[nH]c1=O do in these assays?
BAZ2B block: -22.0%; HP1b chromo inh: 23.9%; POLI inh: inconclusive; JMJD2A Tudor inh: -15.0%; BLM inh: -3.4%&-0.5%; Pin1 inh: -11.6%; GLS inh: 1.9%; G9a block: 2.3%[59 µM]

Later entries:
Results for O=C(Cn1c(SCC(=O)Nc2ccc(F)cc2)nc2ccccc21)NCc1ccc(Cl)cc1 ?
BAZ2B block: -15.4%; Tb PGK inh: -11.2%; HP1b chromo inh: 32.4%; POLI inh: inconclusive; JMJD2A Tudor inh: 2.3%; BLM inh: -7.8%; Pin1 inh: 2.8%; GLS inh: -8.7%; G9a block: 24.3%[59 µM]

Results for COC(=O)c1cc(OC)c(OC)cc1N1C(=O)CC(C)(C)CC1=O ?
BAZ2B block: -5.4%; Tb PGK inh: -1.0%; HP1b chromo inh: -2.6%; POLI inh: 158.4%[activator]; JMJD2A Tudor inh: -10.8%; BLM inh: 0.6%; Pin1 inh: -2.1%; GLS inh: -3.6%; G9a block: -2.7%

How did Cc1ccc(Nc2nc(NCCO)c3ccccc3n2)cc1C do in these assays?
BAZ2B block: -34.1%; Tb PGK inh: -5.1%; HP1b chromo inh: 38.7%; POLI inh: 4.4%; JMJD2A Tudor inh: -35.6%; BLM inh: -6.3%; Pin1 inh: -1.9%; GLS inh: 12.0%; G9a block: 79.4µM*

What do the screens show for `COc1ccc(OC)c(S(=O)(=O)Nc2ccc(F)cc2)c1`?
BAZ2B block: -0.9%; Tb PGK inh: -0.2%; HP1b chromo inh: 18.6%; POLI inh: 2.7%; JMJD2A Tudor inh: -0.6%; BLM inh: -3.3%; Pin1 inh: -3.3%; GLS inh: 2.8%; G9a block: -24.9%[2.33 µM]

Results for O=C(COc1ccccc1Br)NC(=O)NC1CCCC1 ?
BAZ2B block: 6.1%; Tb PGK inh: 3.9%; HP1b chromo inh: 16.8%; POLI inh: inconclusive; JMJD2A Tudor inh: -6.8%; Pin1 inh: -4.7%; GLS inh: 8.7%; G9a block: inconclusive

What do the screens show for `CCN(CC)CCN1C(=O)/C(=C\c2ccc(Cl)c([N+](=O)[O-])c2)SC1=Nc1ccc(OC)cc1`?
BAZ2B block: 10µM*; Tb PGK inh: -1.4%; HP1b chromo inh: 11.2µM*; POLI inh: 83.1%[activator]; JMJD2A Tudor inh: 17.8µM*; BLM inh: -8.2%; Pin1 inh: 6.0%; GLS inh: -7.9%; G9a block: 11.2µM*

How did O=C(COC(=O)Cc1ccc(Br)cc1)Nc1ccc(N2CCOCC2)cc1 do in these assays?
BAZ2B block: -4.8%; Tb PGK inh: -0.4%; HP1b chromo inh: 31.0%; POLI inh: -1.7%; JMJD2A Tudor inh: -5.7%; Pin1 inh: 0.4%; GLS inh: -6.9%; G9a block: 4.2%[59 µM]

Results for CCN(Cc1ccccc1)C(=O)Cc1c[nH]c2ccccc12 ?
BAZ2B block: -16.6%; Tb PGK inh: -6.5%; HP1b chromo inh: 9.2%; POLI inh: 29.3%; JMJD2A Tudor inh: -16.6%; BLM inh: -5.4%; Pin1 inh: -4.9%; GLS inh: 1.0%; G9a block: inconclusive

Results for CN(C)c1ccc(C(CNS(=O)(=O)c2ccc3ccccc3c2)c2c[nH]c3ccccc23)cc1 (stereo unspecified) ?
BAZ2B block: 12.6µM*; Tb PGK inh: -3.0%; HP1b chromo inh: inconclusive; POLI inh: 17.2%; JMJD2A Tudor inh: 28.2µM*; BLM inh: -10.7%; Pin1 inh: 28.3%; GLS inh: 21.0%; G9a block: 10µM*

What do the screens show for `Cc1ccc(NC(=O)c2cn3c4c(ccc(Cl)c4c2=O)OC(C)C3)c(C)c1` (stereo unspecified)?
BAZ2B block: 1.8%; Tb PGK inh: inactive; HP1b chromo inh: 9.4%; POLI inh: -16.8%; JMJD2A Tudor inh: -10.6%; BLM inh: -3.7%; Pin1 inh: 51.1%[activator]; GLS inh: 0.1%; G9a block: -11.1%[59 µM]

What do the screens show for `O=C(CCC(=O)c1cccs1)OCC(=O)N1CCN(C(=O)c2ccco2)CC1`?
BAZ2B block: -19.8%; Tb PGK inh: -21.2%; HP1b chromo inh: 8.3%; POLI inh: inconclusive; JMJD2A Tudor inh: -10.1%; BLM inh: -2.2%; Pin1 inh: inconclusive; GLS inh: 0.0%

How did COc1ccc(NS(=O)(=O)c2ccc3c(c2)NC(=O)CO3)c(OC)c1 do in these assays?
BAZ2B block: -20.8%; Tb PGK inh: inactive; HP1b chromo inh: 29.8%; POLI inh: 20.1%; JMJD2A Tudor inh: -3.5%; BLM inh: -0.3%; Pin1 inh: 0.5%; GLS inh: -8.3%; G9a block: 51.1%

How did CN1CCc2c(n(CC(O)CNCc3ccccc3)c3ccccc23)C1=O (stereo unspecified) do in these assays?
BAZ2B block: -25.9%; Tb PGK inh: -9.6%; HP1b chromo inh: 34.5%; POLI inh: 6.1%; JMJD2A Tudor inh: -9.7%; BLM inh: 35.7%[activator]; Pin1 inh: 1.6%; GLS inh: -4.1%; G9a block: 50.1µM*

How did CCOC(=O)c1ccc(NC(=O)Nc2ccon2)cc1 do in these assays?
BAZ2B block: -0.2%; Tb PGK inh: -6.5%; HP1b chromo inh: 35.0%; POLI inh: 9.5%; JMJD2A Tudor inh: -0.4%; BLM inh: -5.9%; Pin1 inh: -1.5%; GLS inh: 0.4%; G9a block: -14.0%

The list is partial (hit frequency here may not be typical).
